# Screening results: PubChem BioAssay, several laboratories
# RAM inhibit = inhibitors of the yeast RAM network, primary screen, dse1pr::URA3 reporter, 5-FOA selection; S. cerevisiae dse1pr::URA3 reporter, 5-FOA growth OD615, 2 d; analog-sensitive cbk1-as2 kinase mutant strain; 1.8% of 190,000 active; inhibition, % at 50 µM;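 active = inhibition above a set limit, 3 SD over mean compound inhibition, cut at about 8.4% in these data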;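 note: 0% = DMSO-only wells with no growth and 100% = 10 µM 1-NA-PP1 full growth; inhibition rescues growth on 5-FOA so higher OD means more RAM inhibition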
# TNAP inh hi DEA = human TNAP enzyme inhibitors, primary screen, biochemical, luminescent, high phosphate acceptor level, uHTS; Alkaline phosphatase, tissue-nonspecific isozyme (Homo sapiens), P05186; purified TNAP, CDP-star luminescence, 1 M DEA; inhibition, % at 20 µM; 0.03% of 200,000 active; AID 1135, 2008;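 active = over 50% inhibition of tissue-nonspecific alkaline phosphatase at 20 µM in the single-dose screen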;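 note: plate controls were DMSO wells for no effect and EDTA-quenched wells as full inhibition for full effect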
# Target sequence (P05186 whole entry, looked up): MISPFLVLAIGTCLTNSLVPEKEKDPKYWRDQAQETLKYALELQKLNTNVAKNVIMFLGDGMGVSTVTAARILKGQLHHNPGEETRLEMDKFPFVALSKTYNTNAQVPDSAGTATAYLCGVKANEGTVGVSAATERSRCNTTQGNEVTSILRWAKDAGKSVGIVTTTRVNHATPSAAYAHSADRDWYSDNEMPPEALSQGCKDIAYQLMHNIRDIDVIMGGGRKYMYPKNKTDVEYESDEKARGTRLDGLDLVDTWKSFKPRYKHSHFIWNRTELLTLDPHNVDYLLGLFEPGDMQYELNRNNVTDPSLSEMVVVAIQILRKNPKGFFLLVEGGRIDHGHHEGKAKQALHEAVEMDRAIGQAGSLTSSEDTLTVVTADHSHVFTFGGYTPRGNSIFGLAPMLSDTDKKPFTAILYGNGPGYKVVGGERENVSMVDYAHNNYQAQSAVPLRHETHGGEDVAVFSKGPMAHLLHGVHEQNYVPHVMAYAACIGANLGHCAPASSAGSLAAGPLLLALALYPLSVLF
# L major viab = Leishmania major promastigote growth inhibition, primary screen | Leishmania major promastigotes, resazurin fluorescence viability | inhibition, % at 10 µM | 9% of 200,000 active | AID 1063, 2008; in the data active = inhibition above about 50%;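 note: promastigotes grown with compound for 44 hours at 28 °C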
# PMI act satM6P = human PMI activators, high substrate, primary screen, biochemical, fluorescence intensity, near-saturating mannose 6-phosphate; Mannose-6-phosphate isomerase (Homo sapiens), P34949; activation factor at 20 µM; coupled PMI enzyme assay, resazurin fluorescence, 20 min; hits give high values; 1 = untreated enzyme, 0 = substrate-free blank; 0.34% of 190,000 active;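 active = activation factor of 2 or more at 20 µM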
# Target sequence (P34949 whole entry, looked up): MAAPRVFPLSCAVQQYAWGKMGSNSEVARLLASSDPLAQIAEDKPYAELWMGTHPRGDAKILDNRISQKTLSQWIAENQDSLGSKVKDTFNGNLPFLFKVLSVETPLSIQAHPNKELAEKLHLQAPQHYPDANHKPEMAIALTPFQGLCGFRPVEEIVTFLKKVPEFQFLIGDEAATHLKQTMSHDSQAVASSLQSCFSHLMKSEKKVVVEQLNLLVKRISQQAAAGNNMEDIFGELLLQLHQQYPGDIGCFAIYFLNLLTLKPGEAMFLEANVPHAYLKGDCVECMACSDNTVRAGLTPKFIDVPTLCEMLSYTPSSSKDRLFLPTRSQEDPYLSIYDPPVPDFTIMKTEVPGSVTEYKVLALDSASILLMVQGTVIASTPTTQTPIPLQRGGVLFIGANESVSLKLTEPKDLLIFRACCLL
#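 test system = human PMI in coupled enzyme assay | medium = HEPES-buffered pH 7.4 with magnesium and detergent | also added = 1.0 mM mannose-6-phosphate substrate with 0.22 mM NADP+ | compound = 20 µM single dose | times = 20 min incubation at room temperature | measured by = resorufin fluorescence (Ex 544/Em 590 nm) from resazurin via diaphorase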
# HMGR II inh = inhibitors of E. faecalis class II HMGR, primary screen, biochemical, Enterococcus faecalis. HMG-CoA reductase (Enterococcus faecalis, mvaE). purified E. faecalis HMGR, NADPH absorbance 340 nm kinetic. inhibition, % at 10 µM. 0.41% of 190,000 active;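 active = inhibition above a set limit, the median over all tested compounds plus 3 SD, cut at about 9.5% in these data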;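 note: enzyme runs in reverse so mevalonate oxidation gives rising NADPH absorbance; 0% = complete reaction with DMSO and 100% = background rate lacking mevalonate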
# TNAP inh noacc = human TNAP enzyme inhibitors, primary screen, biochemical, luminescent, no phosphate acceptor, uHTS; Alkaline phosphatase, tissue-nonspecific isozyme (Homo sapiens), P05186; purified TNAP, CDP-star luminescence, 30 min; inhibition, % at 20 µM; 0.26% of 200,000 active; AID 1012, 2008;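 active = tissue-nonspecific alkaline phosphatase inhibition above about 50% at 20 µM in the single-dose screen, limit read from the data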;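 note: 0% = DMSO negative control and 100% = EDTA positive control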
# DTT redox prof = compounds producing H2O2 with reducing agent – biochemical, NIH compound library profiling, artefact control for MLSCN library redox annotation, primary screen; activation, % at 10 µM; AID 878, 2007; 0.03% of 200,000 active; DTT-dependent redox cycling H2O2, phenol red/HRP absorbance; 100% = 100 µM peroxide control, 0% = buffer;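 active = activation of at least 50% relative to the plate's high and low controls in the primary single-dose screen; inactive = activation below 50%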;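 note: compound incubated with DTT at 0.8 mM final as the reducing agent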
# S1P3 antagonist = S1P3 receptor antagonists, primary screen, cell-based | Sphingosine 1-phosphate receptor 3 (Homo sapiens), Q99500 | CHO S1P3 NFAT-BLA reporter, FRET fluorescence, antagonist mode | inhibition, % at 4.98 µM | 0.27% of 170,000 active | AID 485, 2006;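 active = inhibition above the plate cutoff, the mean inhibition of test wells on that plate plus 3 SD, cut at about 28% in these data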;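 note: cells challenged with S1P at its EC80 of 0.8 µM; blue over green emission ratio from cleaved BLA substrate after 4 h stimulation; 0% = S1P-stimulated wells and 100% = unstimulated DMSO-only wells; some compounds past the cut are filed as inactive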
# PMI act = activators of human PMI, primary screen, biochemical, fluorescence intensity, near-Km mannose 6-phosphate; activation factor at 20 µM; 0.005% of 190,000 active; purified human PMI, coupled resazurin fluorescence, 20 min; hits give high values; 1 = vehicle control, 0 substrate-free wells; Mannose-6-phosphate isomerase (Homo sapiens), P34949;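 active = activation factor of 2 or more at 20 µM, relative to plate controls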
# Hsp70 act = Hsp70 transcriptional activators, primary screen, cell-based, HeLa, Hsp70 promoter luciferase, luminescence, 10 µM | HeLa Hsp70 promoter luciferase reporter; scaled: vehicle 0, proteasome-inhibitor control 100% | activation, % at 10 µM | 0.04% of 200,000 active | AID 1203, 2008;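 active = activation above the mean across all tested compounds plus 3 SD, cutoff set per campaign, cut at about 5.5% in these data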;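 note: 100% = MG132 at 30 µM as the positive control and 0% = DMSO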
# * marks the source's active call; other numbers are inactive results; · = not tested or not shown.
# Order of results – RAM inhibit, TNAP inh hi DEA, L major viab, PMI act satM6P, HMGR II inh, TNAP inh noacc, DTT redox prof, S1P3 antagonist, PMI act, Hsp70 act
- Cc1ccc(N(CC(=O)N/N=C/c2ccc(OCC(N)=O)cc2)S(C)(=O)=O)cc1Cl
  2.9, 0, -1, 0.9, -2, -1, -1.5, -15, 0.9, -0.1
- Cc1ccc(S(=O)(=O)N2CCCC2C(=O)Nc2nc3c(s2)CCCC3)cc1 (centres undefined)
  -0.6, -6, 45, 0.9, -3, -3, 0.1, -15, 0.9, -0.4
- Clc1ccc(OCCn2cnc3ccccc32)cc1
  -0.8, -4, 0, 1, -5, 17, 12, 18, 0.9, -0.2
- CCOP(=O)(OCC)C(NC(=O)c1ccc(OC)c(OC)c1)c1ccccc1 (centres undefined)
  0.1, -1, 4, 1.1, -3, -7, -0.6, -11, 1.1, -0.2
- COc1cccc(CNC(=O)CN2C(=O)CC(c3ccccc3)=Nc3ccccc32)c1
  13*, -3, 17, 0.9, -5, -8, -1.8, -7, 1, -0.3
- Cc1ccc(SCC(=O)Nc2cccc(C(=O)NC(C)(C)C)c2)cc1
  0.4, -6, 95*, 1.1, -1, -14, -5.1, ·, 1, -0.2
- CN(C)c1ccc(NC(=S)NC(=O)/C=C/c2ccc(Cl)cc2)cc1
  2.1, 4, -8, 0.9, 1, -6, 2.3, ·, 0.9, -0.1
- CC(Sc1nc(N)cc(=O)[nH]1)C(=O)Nc1sc2c(c1C#N)CCCC2 (centres undefined)
  6.3, -4, -4, 1, -9, -8, -1.2, -11, 1, -0.1
- O=C(NCc1ccncc1)Nc1cc(Cl)ccc1Cl
  3.2, -9, 7, 0.9, -5, -12, 0.2, -1, 0.9, -0.1
- O=C(NNc1ccccc1)C(CCO)C(=O)NNc1ccccc1
  0.1, -5, 76*, 2.4*, -2, -8, 0.4, 13, 1.8, 0.5
- CCOC(=O)c1ccc2[nH]c3c(c2c1)CN(C)CC3
  0.4, -6, 8, 0.8, 1, -5, -0.3, -3, 0.8, 0.1
- CC(=O)c1cccc(NC(=O)Cc2coc3cc4c(cc23)CCC4)c1
  3.4, 2, 3, 1, -2, 7, -0.8, -7, 0.9, -0.3
- Cc1cc2c3nonc3ccc2n1-c1ccccc1
  4.2, -10, 2, 1, -3, -2, 2.3, ·, 1, -0.3
- Cc1ccc2c(c1)N(CC(=O)N(Cc1ccccn1)Cc1ccco1)C(=O)C(C(C)C)O2 (centres undefined)
  -0.5, -1, 76*, 1, -2, -4, 0.8, ·, 1, -0.4
- CCN1C2=NCCCN2c2ccccc21
  2.9, -7, -2, 1, 4, -16, 0.7, -4, 1, -0.2
- CC(=O)Nc1nc2ccc(C(=O)NCCOC(=O)C3CCCCC3)cc2s1
  6.2, -7, 7, 0.9, ·, -9, -0.4, 11, 0.8, 0.2
- O=C(Nc1ccc(F)cc1)c1c(Cl)nc2ccccn12
  2.0, -6, -4, 1, 0, -10, -2.1, 2, 1, -0.3
- Cn1c(-c2sccc2OCc2cccc(C(F)(F)F)c2)n[nH]c1=S
  6.0, -1, 14, 0.9, -3, -82, -1.8, -3, 1, -0.4
- CCOc1ccccc1C(=O)NN1C(=O)C2CCCCC2C1=O (centres undefined)
  2.3, -2, -7, 1, 1, -3, -0.2, -11, 1, -0.3
- Cc1cccc2cc(CN(Cc3cccs3)C3(c4nnnn4C4CCCC4)CCCC3)c(=O)[nH]c12
  3.2, -12, 73*, 0.9, -2, -8, 1.5, -21, 1, -0.4
- COc1ccc(-c2nn(-c3ccccc3)cc2/C=N/NC(=O)c2ccc(Br)o2)cc1
  4.3, -3, 16, 1, -1, -5, 1.0, ·, 1, -0.2
- CCOC(=O)c1ccc(NC(=O)CN2C(=O)C3C4C=CC(C4)C3C2=O)cc1 (centres undefined)
  -1.1, 1, 4, 0.9, -5, -5, 0.1, ·, 0.9, -0.3
- Cc1cccc(C(=O)Nc2ccc(O)c3c(=O)cc(-c4ccccc4Cl)oc23)c1
  5.4, 5, 14, 1.1, -9, 5, 1.2, 4, 1.1, -0.3
- COc1cc(OC)cc(C(=O)NNC(=O)c2ccccc2Br)c1
  0.6, 4, -4, 0.9, -3, -20, 0.0, -23, 0.9, -0.5
- CCOc1ccc(-c2cc(C(=O)NN)[nH]n2)cc1
  -1.7, 2, 1, 1, -8, 67*, 0.5, -1, 0.9, -0.5
- O=[N+]([O-])c1cc(Cl)ccc1N1CCCC1
  0.4, 3, -1, 0.9, -1, 0, -0.7, -2, 0.9, -0.1
- COc1ccccc1-c1ccc(NC2CCCCC2)nn1
  1.8, 0, 19, 0.9, -3, -4, 0.4, 8, 0.9, -0.1
- CC(C)CC(=O)c1c[nH]c(C(=O)NCCCn2ccnc2)c1
  0.0, 3, 2, 0.9, -4, -1, 1.8, ·, 0.9, -0.2
- CC(C)N(C(=O)CSc1nnc(CNc2ccc(F)cc2)o1)C(C)C
  2.4, 1, -2, 0.8, -5, -4, -1.3, ·, 0.9, -0.5
- O=c1oc(-c2ccccc2NS(=O)(=O)c2ccc3ccccc3c2)nc2ccccc12
  5.1, 2, 92*, 0.8, -4, -10, -0.2, -17, 0.8, -0.3
- O=[N+]([O-])c1cccc(S(=O)(=O)c2ccc(NCCO)c([N+](=O)[O-])c2)c1
  3.4, 0, 1, 1.1, 2, -2, 1.2, 0, 1.1, 0.0
- CCN(CC)c1nc(-c2ccccc2)nc2c1sc(=S)n2CC
  9.8*, -1, 8, 1, -1, -7, 0.4, 8, 1, -0.1
- O=C(COC(=O)c1ccc(Cl)nc1)Nc1ccc(S(=O)(=O)N2CCCC2)cc1
  2.7, -1, -5, 1.1, -1, -11, 0.1, 5, 1, -0.1
- Cc1cc2ccccc2c(=O)n1CC(=O)NCCC1=CCCCC1
  2.2, -4, -2, 0.8, 0, -8, -1.1, 10, 1, -0.5
- NS(=O)(=O)c1cccc(NC(=O)c2cc3ccccc3o2)c1
  3.2, 4, -2, 1, 2, 15, -0.3, -21, 1, -0.3
- CCOC(=O)c1c(-c2ccc(OC)cc2)csc1NC(=O)CNCc1ccco1
  0.4, -4, 7, 1, -5, 1, -4.1, ·, 0.9, 0.0
- CN(C)C(=O)COc1ncnc2scc(-c3ccc(F)cc3)c12
  0.5, -3, -4, 1.1, -10, -10, -1.1, -10, 1.1, -0.2
- CC(C)CCNc1nc2c(c(=O)n(Cc3cccc(F)c3)c(=O)n2C)n1C
  1.2, -4, 6, 0.9, -6, -7, -0.2, -6, 0.9, -0.2
- O=C(c1cc([N+](=O)[O-])ccc1N1CCOCC1)N1CCCC1
  1.7, 2, -3, 1.1, -2, -5, -0.5, -9, 1, -0.1
- Cc1cc(OC(=O)c2c(F)cc(F)cc2F)nc(C)n1
  2.2, -3, 2, 1.2, -3, -8, -1.9, -16, 1.2, -0.3
- O=S(=O)(Nc1cccc(-c2cn3ccsc3n2)c1)c1ccc(F)cc1
  0.1, -1, 34, 0.9, -3, -5, 1.6, 13, 0.8, 0.0
- Cn1c(CC(=O)NC(C)(C)CO)c(Sc2ccccc2)c2ccccc21
  0.4, -9, 5, 0.9, -1, -4, -0.8, 0, 0.9, -0.3
- CCC(=O)NCCNC(=O)c1c(SC)nsc1SC
  0.1, -6, 0, 1, -4, -12, -1.3, -5, 1, -0.1
- CCc1c(C)sc(NC(=S)N2CC(C)OC(C)C2)c1C(=O)OC (centres undefined)
  11*, -3, 4, 0.9, 0, -5, 1.0, -14, 0.9, 0.1
- CCOC(=O)c1ccc(NC(=O)CN2C(=O)NC3(CCCCCC3)C2=O)cc1
  2.6, -4, 91*, 1, -8, -17, -1.1, -33, 1, -0.2
- Cn1nnc2cc(C(=O)NC3CCCCC3)ccc21
  0.2, 2, 2, 1, -5, -6, -2.3, -21, 1, -0.5
- O=C(Nc1ccc2c(c1)OCCO2)C1CCN(C(=O)c2ccc(Cl)cc2)CC1
  0.7, -1, 7, 1, -2, -22, 0.0, 5, 0.9, -0.3
- S=C(c1cn(CCOc2cccc3ccccc23)c2ccccc12)N1CCCC1
  8.3, -2, 95*, 1, 3, -10, -0.1, 4, 1, -0.2
- COc1ccc(OC)c(/C=C2\SC(=S)N(Cc3cccnc3)C2=O)c1
  2.7, 13, 82*, 1, -6, 16, 1.3, -11, 1, -0.2
- COC(=O)[C@H](C)NC(=O)Nc1ccc(OC)cc1OC
  -0.7, 2, -5, 1, 0, -6, 3.3, -9, 1, 0.0

# An excerpt from above in order of the TNAP inh hi DEA value, rising:
Structure,TNAP inh hi DEA
CCC(=O)NCCNC(=O)c1c(SC)nsc1SC,-6
CCOC(=O)c1ccc(NC(=O)CN2C(=O)NC3(CCCCCC3)C2=O)cc1,-4
O=S(=O)(Nc1cccc(-c2cn3ccsc3n2)c1)c1ccc(F)cc1,-1

# (further entries)
# Order of results – RAM inhibit, TNAP inh hi DEA, L major viab, PMI act satM6P, HMGR II inh, TNAP inh noacc, DTT redox prof, S1P3 antagonist, PMI act, Hsp70 act
- CCCn1nnc(NC(=O)c2ccc3ccccc3c2)n1
  1.1, -2, 19, 0.9, -3, -10, -0.7, 8, 1, 0.8
- COc1ccc2cc(C(c3nnnn3C(C)(C)C)N3CCSCC3)c(=O)[nH]c2c1 (centres undefined)
  0.5, -7, -6, 1, -6, -10, -4.4, 12, 1, -0.4
- CCc1ccccc1OCC(=O)OCC(=O)c1c(N)n(C)c(=O)n(C)c1=O
  7.8, -2, 1, 1, -1, -2, -0.7, 2, 0.9, -0.1
- CCOc1ccc(N2CC(=O)SC2=S)cc1
  2.5, 2, -5, 1, 0, 44, -2.1, -21, 1, -0.1
- CC1CCCN(CC(O)COCc2ccc3c(c2)OCO3)C1 (centres undefined)
  1.3, -3, 4, 1, -2, -5, 0.5, -12, 1.1, 0.1
- O=C(COC(=O)c1ccc(-c2ccc([N+](=O)[O-])cc2)o1)NC(=O)NC1CCCCC1
  2.5, 4, -6, 0.9, -4, 0, 0.5, -13, 0.9, -0.5
